# Screening data deposited in PubChem by several laboratories.
# S1P4 agonist: S1P4 receptor agonists, primary screen, cell-based | Sphingosine 1-phosphate receptor 4 (Homo sapiens), O95977 | S1P4-expressing cell line, agonist reporter assay | activation, % at 4.98 µM | 220,000 compounds, 0.35% hits; in the data active = activation above about 11%;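 also: 0% = DMSO vehicle and 100% = reference agonist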
# Target sequence (O95977 whole entry, looked up): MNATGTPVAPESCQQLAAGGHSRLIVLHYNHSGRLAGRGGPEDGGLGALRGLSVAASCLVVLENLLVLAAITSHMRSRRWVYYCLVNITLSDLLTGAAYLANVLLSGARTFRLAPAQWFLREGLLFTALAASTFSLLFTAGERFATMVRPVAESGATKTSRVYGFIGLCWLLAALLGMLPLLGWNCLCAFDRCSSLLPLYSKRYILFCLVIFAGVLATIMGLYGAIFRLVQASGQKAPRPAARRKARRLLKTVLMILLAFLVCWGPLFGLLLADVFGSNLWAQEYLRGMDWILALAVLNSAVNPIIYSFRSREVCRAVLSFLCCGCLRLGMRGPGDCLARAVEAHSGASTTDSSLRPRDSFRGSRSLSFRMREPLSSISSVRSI
# zfTRPN1 agonist: zebrafish TRPN1 channel agonists, primary screen, cell-based, HEK293, calcium fluorescence; HEK293 zebrafish TRPN1-YFP, Fluo-8 calcium fluorescence; 100% = response to 87 µM carbachol; AID 1424, 2008; transient receptor potential cation channel N1 (TRPN1/NompC), Danio rerio; 220,000 compounds, 0.18% hits; activation, % at 3 µM;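 active = activation above its plate's cutoff, the mean activation of test wells on that plate plus 3 SD, cut at about 19% in these data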;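 also: 0% = DMSO alone and 100% = 87 µM carbachol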
#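 Material: zebrafish TRPN1-YFP in HEK293 cells; Doses: single test compound dose, 3 µM nominal, 0.3% DMSO; Timing: dye loading 1 h at 37 °C, then 30 min room temperature; Technique: intracellular calcium fluorescence with Fluo-8; Benchmarks: high carbachol 87 µM, low DMSO alone.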
# S1P4 antagonist: S1P4 receptor antagonists, primary screen, cell-based | inhibition, % at 4.98 µM | Sphingosine 1-phosphate receptor 4 (Homo sapiens), O95977 | S1P4-expressing cells, antagonist mode, reporter read-out | 220,000 compounds, 0.26% hits | AID 1510, 2009; in the data active = inhibition above about 29%;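 also: 0% = wells stimulated with agonist and 100% = vehicle wells without agonist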
# NPY1 pot ag: NPY-Y1 receptor potentiators or agonists, primary screen, cell-based | AID 1304, 2008 | NPY-Y1 expressing cells, potentiator/agonist activation | Neuropeptide Y receptor type 1 (Homo sapiens), P25929 | 220,000 compounds, 0.37% hits | activation, % at 3.6 µM; in the data active = activation above about 33%, passing the limit was not always enough;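 also: cells stimulated with NPY at EC10 then isoproterenol at EC100; 0% = low agonist plus stimulus and 100% = saturating agonist plus stimulus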
# EP2 mod: EP2 receptor modulators, cAMP readout, primary screen, cell-based, HTRF cAMP, PGE2 stimulation; Prostaglandin E2 receptor EP2 subtype (Homo sapiens), P43116; EP2-expressing cells, cAMP HTRF FRET, PGE2 co-stimulation; induction, % at 25 µM; 260,000 compounds, 0.83% hits; AID 940, 2007;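 active = compounds whose cAMP rise, as percent of the full-agonist control response, exceeds 60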;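 also: rat C6 glioma line stably carrying human EP2 under a CMV promoter; the protocol text gives 20 µM as final concentration; 100% = response of wells given 1 µM PGE2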
# Target sequence (P43116 whole entry, looked up): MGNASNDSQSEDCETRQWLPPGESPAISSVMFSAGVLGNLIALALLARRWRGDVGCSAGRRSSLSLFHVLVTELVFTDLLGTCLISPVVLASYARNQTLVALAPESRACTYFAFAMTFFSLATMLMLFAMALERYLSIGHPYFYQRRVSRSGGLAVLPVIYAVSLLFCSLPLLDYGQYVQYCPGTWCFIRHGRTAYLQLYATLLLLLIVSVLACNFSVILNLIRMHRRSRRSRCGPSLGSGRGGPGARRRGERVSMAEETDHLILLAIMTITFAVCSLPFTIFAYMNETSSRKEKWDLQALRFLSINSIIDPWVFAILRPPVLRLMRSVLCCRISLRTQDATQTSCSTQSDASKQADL
# TRPML3 ag: human TRPML3 channel agonists, primary screen, cell-based, HEK293 TRPML3-YFP, Fluo-8 calcium fluorescence, 3 µM; Mucolipin-3 (Homo sapiens), Q8TDD5; 220,000 compounds, 0.29% hits; AID 1448, 2008; activation, % at 3 µM; 100% = the carbachol control signal;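 active = activation above its plate's cutoff, the mean activation of the plate's test wells plus 3 SD, cut at about 12% in these data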;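 also: 0% = DMSO only wells and 100% = carbachol wells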
#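 system = HEK293 cells stably carrying human TRPML3-YFP | doses = one concentration, 3 µM nominal, 0.3% DMSO | timing = dye loading 1 h 37 °C then 30 min ambient, 125 s read | detection = Fluo-8 calcium dye fluorescence, ex 470-495, em 515-575 nm | benchmarks = high control carbachol 87 µM, low control DMSO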
# NPY Y1 blocker: NPY-Y1 receptor antagonists, primary screen, cell-based. HEK293-CNG Y1 cells, membrane potential fluorescence; NPY at EC95, then isoproterenol. Neuropeptide Y receptor type 1 (Homo sapiens), P25929. inhibition, % at 3.6 µM. 200,000 compounds, 1% hits;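 active = inhibition above the campaign mean inhibition of all tested compounds plus 3 SD, cut at about 20% in these data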;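 also: 0% = DMSO wells given NPY plus isoproterenol and 100% = isoproterenol alone without NPY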
#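 material = HEK293 cells with Y1 receptor plus CNG channel | also added = NPY 25 nM then isoproterenol 1 µM plus Ro 20-1724 25 µM | schedule = dye 3 h, compound 60 min room temperature, stimulation 45 min | measured by = membrane potential fluorescence | benchmarks = high control isoproterenol alone, low control NPY with isoproterenol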
# CHOP inhibitor: inhibitors of CHOP promoter induction, primary screen, cell-based, unfolded protein response, luciferase reporter; CHO-K1 CHOP-promoter luciferase, tunicamycin-induced, 15-18 h; inhibition, % at 10 µM; 220,000 compounds, 3.8% hits; AID 2732, 2010;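 active = compounds that reduced the stress-induced luciferase reporter signal by more than about 70% of percent inhibition, limit read from the data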;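 also: 0% = tunicamycin plus vehicle and 100% = wells without tunicamycin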
# NPY2 pot ag: NPY-Y2 potentiators or agonists, primary screen, cell-based; activation, % at 3.6 µM; AID 1359, 2008; 220,000 compounds, 0.45% hits; Neuropeptide Y receptor type 2 (Homo sapiens), P49146; cells expressing NPY-Y2, potentiator/agonist read-out; in the data active = activation above about 27%;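 also: cells stimulated with NPY near EC25 plus isoproterenol at EC100; 0% = vehicle plus submaximal agonist and 100% = vehicle plus saturating agonist; some results beyond the cut were filed as inactive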
# Target sequence (P49146 whole entry, looked up): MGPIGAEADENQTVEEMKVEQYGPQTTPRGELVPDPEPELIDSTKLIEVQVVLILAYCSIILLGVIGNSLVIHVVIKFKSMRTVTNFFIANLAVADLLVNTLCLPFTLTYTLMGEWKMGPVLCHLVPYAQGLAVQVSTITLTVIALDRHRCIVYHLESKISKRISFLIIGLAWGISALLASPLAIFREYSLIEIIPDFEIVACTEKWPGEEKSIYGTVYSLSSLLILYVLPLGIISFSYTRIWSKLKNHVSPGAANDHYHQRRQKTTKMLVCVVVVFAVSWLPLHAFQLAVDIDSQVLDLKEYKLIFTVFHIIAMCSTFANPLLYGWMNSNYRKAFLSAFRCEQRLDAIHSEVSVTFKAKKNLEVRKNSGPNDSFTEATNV
# Active calls of the source: *; . = not tested or not shown; & = joins results of further samples.
# Every second line gives: NPY2 pot ag, TRPML3 ag, EP2 mod, NPY Y1 blocker, S1P4 antagonist, CHOP inhibitor, S1P4 agonist, zfTRPN1 agonist, NPY1 pot ag
Cc1ccc(Nc2cc(=O)[nH]c(=O)[nH]2)cc1Cl
    11, 1.1, 11, 4, 13, 21, -2.2, 1.5, -11
CCCCSc1nc(O)c(C2OC(=O)c3c2ccc(OC)c3OC)c(=O)n1-c1ccccc1 (stereo not given)
    -14, 0.4, -1, 11, -22, 26, -1.9, -0.6, -27
COC(=O)C1=C(C)NC(=O)/C1=C\c1cc(C)n(-c2ccccc2C)c1C
    3, 1.2, 18, -4, 5, 65, 1.8, 2.0, 12
Cc1cc(Nc2cccc(Cl)n2)n(-c2ccccc2)n1
    -5, -1.1, 6, 8, 8, 24, -1.3, -1.4, -8
CCn1ccnc1CN1CCCC(CO)(Cc2cccc(OC)c2)C1 (stereo not given)
    -1, 0.4, 8, 1, -13, 18, 2.5, -0.2, -8
Cc1cc(C)nc(-n2nc(C)cc2NC(=O)CN2CCc3ccccc3C2)n1
    -26, 1.1, 10, 10, -2, 15, -1.4, 1.6, -12
CCOc1ccc(OCC)c(NS(=O)(=O)c2cccc3nsnc23)c1
    31, -0.8, 39, -4, -9, 83*, 0.0, -0.2, 1
Cc1ccc(N2CC(c3nc4ccccc4n3C)CC2=O)cc1C (stereo not given)
    -11, -0.7, -3, 1, -19, 18, 0.5, 0.2, -5
COc1ccc(OC)c(Nc2cc(C)nc3ccccc23)c1
    6, 0.2, -6&-105, 7, -1, -33, -0.4, -0.9, -2
CC(NC(=O)CCc1ccccc1)c1cc2c(cc1Cl)OCCO2 (stereo not given)
    12, 0.0, -70, -2, -8, 4, 2.0, -0.4, -16
Cc1cccc(OCC(=O)NCC(=O)N/N=C/c2c(C)[nH]c3ccccc23)c1
    33, -0.1, -16, ., -30, 6, 0.1, 0.1, 17
COc1ccc(-c2ccc(CCC(=O)O)n2CC(=O)Nc2cccc(OC)c2)cc1
    -22, 0.8, -7, -3, -9, -4, -0.3, -1.0, 8
COCCNCc1nc2sc(C)c(-c3ccccc3)c2c(=O)[nH]1
    4, 0.4, -1, ., 14, -8, 1.0, -0.1, 19
CC(=O)Nc1ccccc1OCC(=O)c1ccc2c(c1)OCO2
    -10, 1.6, -7, 5, -4, 0, 0.4, 2.9, 6
S=C(Nc1ccc(Cl)cc1Cl)NC1CCCCC1
    -4, 1.2, -2, 3, 0, 24, 0.5, -1.7, -2

# Not a retest: 6 of the compounds above.
# Every second line gives: NPY2 pot ag, TRPML3 ag, EP2 mod, NPY Y1 blocker, S1P4 antagonist, CHOP inhibitor, S1P4 agonist, zfTRPN1 agonist, NPY1 pot ag
CC(NC(=O)CCc1ccccc1)c1cc2c(cc1Cl)OCCO2 (stereo not given)
    12, 0.0, -70, -2, -8, 4, 2.0, -0.4, -16
Cc1cccc(OCC(=O)NCC(=O)N/N=C/c2c(C)[nH]c3ccccc23)c1
    33, -0.1, -16, ., -30, 6, 0.1, 0.1, 17
COc1ccc(-c2ccc(CCC(=O)O)n2CC(=O)Nc2cccc(OC)c2)cc1
    -22, 0.8, -7, -3, -9, -4, -0.3, -1.0, 8
COCCNCc1nc2sc(C)c(-c3ccccc3)c2c(=O)[nH]1
    4, 0.4, -1, ., 14, -8, 1.0, -0.1, 19
CC(=O)Nc1ccccc1OCC(=O)c1ccc2c(c1)OCO2
    -10, 1.6, -7, 5, -4, 0, 0.4, 2.9, 6
S=C(Nc1ccc(Cl)cc1Cl)NC1CCCCC1
    -4, 1.2, -2, 3, 0, 24, 0.5, -1.7, -2

# Further results
# Every second line gives: NPY2 pot ag, TRPML3 ag, EP2 mod, NPY Y1 blocker, S1P4 antagonist, CHOP inhibitor, S1P4 agonist, zfTRPN1 agonist, NPY1 pot ag
COC(=O)c1ccc(Cn2cnc3ccccc3c2=O)cc1
    9, 0.8, 25&-9, 0, -22, -10, 0.3, 0.9, -9
CCNC(=O)CSc1nnc(-c2ccccc2)n1-c1ccc(OCC)cc1
    -15, 0.7, 34, 3, -20, 16, -0.5, -0.4, 6
CCCc1sc(N/N=C/c2ccccn2)nc1-c1ccc(Br)cc1
    -32, 1.0, 32, -6, -5, 61, -1.7, 0.0, -3
COc1ccc(Cn2nnnc2C(c2cccs2)N2CCOCC2)cc1 (stereo not given)
    4, 1.0, 12, 4, -2, 13, 1.8, 0.0, 6
O=c1c2ccccc2oc2nc3ccn(Cc4ccncc4)c(=O)c3cc12
    -15, 0.3, 10, 1, -23, -21, 0.1, -0.2, 2
CC1CN(C(=S)SCC(=O)c2ccc(Cl)cc2)CC(C)O1 (stereo not given)
    -2, 0.6, 23, 4, -3, 5, -1.3, -0.1, 12
CC(C)Cc1cc(C(=O)Nc2sc3c(c2C#N)CCC3)no1
    -4, 2.0, 9, 0, -6, 10, -1.0, 3.5, -1
CC(C)C(c1nnnn1CC1CCCO1)N1CCN(C2CCCC2)CC1 (stereo not given)
    15, 1.1, 20, -3, -4, -7, 0.2, 0.4, 5
COc1cccc(-c2csc(N3CCN(C(=S)Nc4cccc(C)c4)CC3)n2)c1
    7, 0.2, -81, -4, -13, 18, -0.1, 0.5, 10
CCN1CCCC1Cn1cnc2c([nH]c3ccc(C)cc32)c1=O (stereo not given)
    5, -0.3, -21, -1, -4, -16, 2.0, -0.8, 4
O=C(COc1ccccc1)NCc1nnc2c3ccccc3c(-c3ccccc3)nn12
    -27, -0.4, -2, 10, -9, 2, 3.9, -1.5, -25
N/C(=N\OC(=O)COc1ccccc1)c1ccncc1
    -23, 0.0, -1, ., -7, -18, -2.8, 1.4, -8
CS(=O)(=O)N(CC(=O)N1CCN(c2ccccc2)CC1)c1cccc(Br)c1
    4, 1.6, 5, 6, -4, 9, 2.1, 1.2, 5
O=C(NNC(=O)c1cc2cc3ccccc3nc2s1)c1cccc(C(F)(F)F)c1
    1, -1.1, -26, 5, -17, 51, 0.4, 1.3, 15
N=c1oc2ccc3ccccc3c2cc1-c1nnc2n1CCCCC2
    -2, -0.4, -15, 0, -16, 12, 1.7, 0.3, -14

# Next structures follow.
# Every second line gives: NPY2 pot ag, TRPML3 ag, EP2 mod, NPY Y1 blocker, S1P4 antagonist, CHOP inhibitor, S1P4 agonist, zfTRPN1 agonist, NPY1 pot ag
CC1=C(C(N)=O)C(c2ccncc2)n2nc(-c3ccccc3Cl)nc2N1 (stereo not given)
    14, 0.8, -3, 1, -17, 9, 3.6, 0.1, -8
COc1ccc(NC(=O)N/C=C/c2ccccc2)cc1
    9, 1.8, -41, -2, 9, -40, -2.1, 1.5, 4
Cc1[nH]n(-c2ccccc2)c(=O)c1C=Nc1cccc(F)c1
    6, 0.4, -19, ., 2, -37, 0.6, -1.8, -34
O=[N+]([O-])c1ccc(N/N=C/c2ccccc2)cc1
    19, 2.1, -53, ., 7, -27, 6.7, 1.1, 22
Cc1nc2cc(NCc3nc4ccccc4n3Cc3ccccc3)ccc2n1C
    6, 0.5, -8, 12, 3, 3, 1.0, 0.6, 10
O=C(CCNC(=O)c1ccccc1Cl)N/N=C\c1ccc(O)cc1
    -28, 0.6, -10, ., -2, -1, 0.3, 0.6, -15
Cc1cccc(C(=O)Nc2ccccc2C(=O)OCC(=O)Nc2ccc(C#N)cc2)c1
    1, 0.3, -37, -1, 9, 16, -1.8, 0.0, -12
Cc1cc(C)n(C(=O)CN2C(=O)COc3ccccc32)n1
    -5, -0.4, -16, 4, 3, 30, 0.5, 0.1, 1
COc1ccc(C)cc1-n1nnnc1SCc1cn2ccsc2n1
    -11, -0.8, -9, 2, -5, -18, 1.0, 0.2, -3
COc1cc(/C=N/N2C(=O)CSC2=S)ccc1O
    -4, 3.5, 12, 4, 0, 66, -1.6, 3.1, -4
COc1cccc(OCCOc2c(OC)cccc2OC)c1
    -6, 0.2, -4, 1, -13, 13, 0.7, -0.4, -22
Cc1ccc(C(=O)NCCNc2nc3cc(C)c(C)cc3cc2C)cc1
    -14, 0.8, 2, 33*, -1, 12, -0.5, 1.7, -28
O=C(NC(NC(=S)Nc1ccccc1)C(Cl)(Cl)Cl)c1cccc(Cl)c1 (stereo not given)
    23, 1.7, -42, -1, 2, 86*, -0.7, 3.5, 19
Cc1cc(N2CCCC2)ccc1/C=C1\NC(=S)N(C)C1=O
    0, 8.7, -3, -3, 2, -8, -1.5, 14, -14
CN(CC(=O)NC1CC(C)(C)NC(C)(C)C1)S(=O)(=O)c1cc(Cl)ccc1Cl
    -25, -0.1, -33, -2, 15, 5, -3.4, -0.3, -17

# Following part
# Every second line gives: NPY2 pot ag, TRPML3 ag, EP2 mod, NPY Y1 blocker, S1P4 antagonist, CHOP inhibitor, S1P4 agonist, zfTRPN1 agonist, NPY1 pot ag
Cc1ccc2c(c1)C(c1ccncc1)=NNC(c1ccccc1)=N2
    -2, -0.5, -29, 7, -18, -25, -0.2, 0.6, 1
N#Cc1c(Nc2ccccc2C(F)(F)F)s[nH]c1=O
    21, 0.5, -3, ., 5, 3, 0.5, 0.4, 30
COc1ccc(-n2c(=S)[nH]c3cc(C(=O)NCCCN4CCOCC4)ccc3c2=O)c(OC)c1
    -4, 0.3, 29, 7, -13, 27, 0.1, 0.1, 22
CC(=O)Nc1sc(N/N=C\c2ccccc2)nc1-c1cccs1
    1, 0.8, -30, 6, -20, 1, -1.0, 0.6, -3
C/C(=C\C(=O)Nc1nccs1)c1ccccc1
    -24, -0.1, 9, -3, -15, 10, -1.3, -1.1, -9
Cc1nn(CCC(N)=O)c2nc(-c3cccs3)cc(C(F)(F)F)c12
    7, 3.0, -9, 6, -26, 42, -0.1, 5.1, -6
CCN(C(=O)COC(=O)c1c(NC(C)=O)sc(C)c1C)C1CCS(=O)(=O)C1 (stereo not given)
    -10, 0.9, -6, 1, -8, -19, -0.8, 1.0, -9
CCCSc1nnc(Nc2ccccc2C)s1
    -8, -1.0, -6, 5, 3, 48, -0.9, 0.0, -3
COC(=O)C1=C(C)N(Cc2ccc(C)cc2)C(=O)C1
    5, 0.2, 10, 8, -16, 31, 1.2, 0.6, 1
CN(C)c1nc(N2CCN(c3ccccc3)CC2)c(C#N)c(=O)o1
    -1, 0.0, -9, -3, 4, 4, 1.6, 0.6, -1
CC(C)OC(=O)c1nnc(-c2ccccc2)nc1OC(C)C
    -6, -0.3, 27, 3, -15, 48, 0.1, -1.1, -27
